CCR6 antag = antagonists of human CCR6 receptor. P51684. CHO-K1 CCR6 PathHunter beta-arrestin, luminescence, CCL20-stimulated. inhibition, % at 20 µM. actives 0.49% (n = 340,000). AID 493098;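 active = compounds whose inhibition of the agonist-driven luminescence signal at 20 µM reaches about 50%, limit read from the data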;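 also: cells stimulated with CCL20 at 14 nM final; plate controls were DMSO with CCL20 for no effect and DMSO without agonist for full effect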
Target sequence (P51684 whole entry, looked up): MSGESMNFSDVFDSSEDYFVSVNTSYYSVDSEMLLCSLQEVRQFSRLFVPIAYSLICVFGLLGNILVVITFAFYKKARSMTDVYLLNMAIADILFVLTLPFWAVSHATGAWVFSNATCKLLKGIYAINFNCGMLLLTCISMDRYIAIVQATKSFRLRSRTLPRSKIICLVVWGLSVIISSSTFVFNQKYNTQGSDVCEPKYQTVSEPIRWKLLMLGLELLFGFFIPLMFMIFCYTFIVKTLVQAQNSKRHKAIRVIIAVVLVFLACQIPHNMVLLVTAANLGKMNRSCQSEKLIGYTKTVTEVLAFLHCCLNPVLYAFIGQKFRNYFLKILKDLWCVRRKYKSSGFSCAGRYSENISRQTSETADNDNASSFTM
EBI2 block = blocks human EBI2 receptor beta-arrestin signaling; P32249; EBI2 beta-arrestin recruitment, luminescence, 7a,25-OHC stimulated; inhibition, % at 5 µM; actives 0.81% (n = 360,000); in the data active = inhibition above about 38%;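 also: enzyme fragment complementation signal reports receptor beta-arrestin coupling in cells; 0% = agonist plus DMSO wells and 100% = wells without agonist; some results beyond the cut were filed as inactive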
Target sequence (P32249 whole entry, looked up, the tested form may be a part): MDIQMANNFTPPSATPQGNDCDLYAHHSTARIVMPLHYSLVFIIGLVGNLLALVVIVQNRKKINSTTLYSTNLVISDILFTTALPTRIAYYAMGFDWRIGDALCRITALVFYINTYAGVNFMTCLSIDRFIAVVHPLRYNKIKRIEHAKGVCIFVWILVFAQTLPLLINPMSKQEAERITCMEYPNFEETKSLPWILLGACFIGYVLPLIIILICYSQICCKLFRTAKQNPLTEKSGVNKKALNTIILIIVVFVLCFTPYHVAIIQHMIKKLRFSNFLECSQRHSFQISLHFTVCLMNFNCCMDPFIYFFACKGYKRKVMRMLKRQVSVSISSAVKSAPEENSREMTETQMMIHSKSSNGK
Jurkat NFkB inh = inhibitors of the PMA/ionomycin-induced NF-kB reporter in Jurkat cells; PMA/ionomycin-induced NF-kB luciferase reporter, luminescence; actives 0.53% (n = 330,000); inhibition, % at 4 µM
UBC13 inh = inhibitors of human UBC13 polyubiquitin chain formation; P61088; TR-FRET; inhibition, % at 20 µM; actives 0.47% (n = 330,000); in the data active = inhibition above about 45%, passing the limit was not always enough
Target sequence (P61088 whole entry, looked up): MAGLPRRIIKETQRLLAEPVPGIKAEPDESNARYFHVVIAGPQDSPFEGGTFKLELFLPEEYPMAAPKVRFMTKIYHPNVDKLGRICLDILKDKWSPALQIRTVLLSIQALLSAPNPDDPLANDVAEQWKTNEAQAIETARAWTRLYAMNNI
SENP8 block = SENP8 protease inhibition; inhibition, % at 10 µM; Q96LD8; purified SENP8, Z-RLRGG-aminoluciferin cleavage, luminescence; actives 1.2% (n = 330,000)
Target sequence (Q96LD8 whole entry, looked up): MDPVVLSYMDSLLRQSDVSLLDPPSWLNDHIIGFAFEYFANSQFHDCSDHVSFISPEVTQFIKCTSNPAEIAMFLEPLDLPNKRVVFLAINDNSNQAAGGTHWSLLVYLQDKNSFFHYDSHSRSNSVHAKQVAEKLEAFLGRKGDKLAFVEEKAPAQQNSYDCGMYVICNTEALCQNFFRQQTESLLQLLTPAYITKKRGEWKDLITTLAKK
697 NFkB inh = inhibitors of the PMA/ionomycin-induced NF-kB reporter in 697 B cells; actives 0.33% (n = 330,000); 697 B-cell NF-kB luciferase reporter, 16 h; inhibition, % at 4 µM; AID 435022; in the data active = inhibition above about 35%
Gli-Sufu block = antagonists of Gli-Sufu signaling. Sufu-KO-LIGHT fibroblasts, Gli luciferase reporter luminescence. inhibition, % at 5 µM. actives 0.74% (n = 340,000);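 active = inhibition above about 55%, limit read from the data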;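 also: 0% = DMSO-treated cells and 100% = wells with medium but no cells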
Apaf-1 inh = inhibitors of human Apaf-1 apoptosome. O14727. reconstituted apoptosome caspase-3 activity, DEVD-Rh110 fluorescence. inhibition, % at 20 µM. actives 0.71% (n = 330,000); active = inhibition of at least 40% at 20 µM;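 also: plate controls were DMSO wells for no effect and DEVD-CHO caspase inhibitor wells for full effect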
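detection = Rh110 fluorescence intensity | test system = biochemical Apaf-1 apoptosome reconstitution | also added = cytochrome c and DEVD-Rh110 substrate | schedule = 30 min plus 50 min, RT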
Numbers without * were called inactive. Rule as the data show it, unless noted: active = inhibition above about 50%; inactive = the rest.

SMILES | CCR6 antag | EBI2 block | Jurkat NFkB inh | UBC13 inh | SENP8 block | 697 NFkB inh | Gli-Sufu block | Apaf-1 inh
CCOC(=O)c1ccc(NC(=O)C2(c3ccc(OC)cc3)CCOCC2)cc1 | 16.4 | -0.9 | 3.2 | 5.7 | 3.4 | 10.5 | 0.4 | -5.3
Cc1ccc2c(COC(=O)C3CC(=O)N(c4ccc5c(c4)OCCO5)C3)cc(=O)oc2c1 (centres undefined) | -1.1 | -3.6 | -2.7 | 2.7 | 6.6 | -22.1 | 3.2 | -1.8
CCOC(=O)C1CCN(Cc2ccccc2C(F)(F)F)CC1 | 14.6 | -1.8 | -13.5 | 5.6 | 0.9 | -16.0 | -1.0 | 3.9
CCC(C)NC(=O)CSc1nnc(-c2c[nH]c3ccccc23)o1 (centres undefined) | -5.3 | 6.6 | -1.1 | -7.6 | -1.8 | 1.8 | 39.0 | -1.1
CCCn1c(SCC(=O)c2ccc3c(c2)OCCO3)nnc1-c1ccco1 | 8.8 | 6.1 | -7.3 | -5.3 | -2.9 | 16.5 | -5.1 | -5.7
O=S(=O)(c1ccc(Cl)cc1)N1CCN(C2CCN(Cc3ccccc3)CC2)CC1 | -0.5 | 2.1 | 14.2 | 4.5 | 4.0 | -31.1 | 18.4 | 13.2
Cc1ccc(S(C)(=O)=O)cc1C(=O)NC(C)C1CC2CCC1C2 (centres undefined) | 13.7 | -5.1 | 10.0 | -1.6 | 8.3 | 9.7 | -8.2 | 7.8
Cn1c(N)c(C(=O)COC(=O)c2ccc(C(F)(F)F)cc2)c(=O)n(C)c1=O | 8.3 | 4.0 | -5.7 | -2.1 | 6.1 | 6.8 | -0.5 | 5.6
O=C(/C=C/c1ccc(F)cc1)Nc1ccc2[nH]c(=O)[nH]c2c1 | 7.8 | -9.6 | -12.9 | -7.5 | -7.9 | 2.9 | -1.6 | -10.0
Cc1nonc1CC(=O)N1CCCC(C(=O)c2cccc(C(F)(F)F)c2)C1 (centres undefined) | 9.8 | -1.8 | -4.7 | -5.8 | -7.7 | 5.0 | 26.8 | -0.2
CN(C)CCCNC(=O)c1ccc(Oc2ccccc2)cc1 | 3.2 | -8.9 | -26.0 | 10.9 | -6.1 | -9.8 | 5.9 | -1.0
C=CCn1c(SCC(=O)Nc2ccc3c(c2)OCCO3)nc2cc(C(=O)O)ccc2c1=O | 6.9 | 6.8 | -3.9 | -7.3 | 2.0 | -25.8 | 0.3 | 6.7
Cc1ccc(/C=C2/SC(=O)NC2=S)o1 | 23.5 | -3.2 | -3.4 | -15.3 | -1.5 | 9.0 | -7.5 | 10.3
CC(C)[C@H](NC(=O)NCCc1ccc(Cl)cc1)C(=O)O | -15.6 | 3.9 | -4.2 | -9.9 | 5.2 | -14.3 | 2.0 | -7.1
COc1ccc(NC(=O)CNC(=O)c2ccco2)cc1 | 3.3 | 1.0 | -16.6 | -8.0 | -8.7 | -5.0 | -18.2 | 2.8
Cc1cccc(C)c1NC(=O)CNC(=O)c1ccc2ccccc2n1 | 7.8 | 4.6 | 10.8 | 6.7 | 6.1 | -0.5 | -9.5 | -8.7
COCCn1c(SCC(=O)NC(C)c2ccc(F)cc2)nc2ccccc21 (centres undefined) | -9.2 | -2.4 | -4.9 | 2.9 | 3.2 | 10.5 | -21.5 | 5.7
Nc1cccc(-c2nc3cc(S(=O)(=O)c4ccc5oc(-c6cccc(N)c6)nc5c4)ccc3o2)c1 | -7.6 | -1.6 | -14.3 | -6.3 | -9.0 | 11.9 | -9.0 | -1.7
CCC1CCCCN1CCCNC(=O)CCCNC(=O)Cn1cnc2sc3c(c2c1=O)CCCC3 (centres undefined) | 7.1 | 7.0 | -1.6 | 20.2 | -3.9 | 2.2 | -2.9 | 1.3
Brc1ccc(-c2cn3cccnc3n2)cc1 | 1.5 | -6.4 | -43.4 | 9.6 | -17.9 | -50.3 | -74.8 | 16.5
COc1ccc(CN(Cc2cccn2C)S(=O)(=O)c2cccc(C(F)(F)F)c2)cc1 | 26.4 | 18.0 | 12.3 | 3.6 | 4.5 | -14.6 | 5.8 | 5.2
COc1ccc(NC(=S)NC(C)C(c2ccccc2)N2CCOCC2)cc1 (centres undefined) | 14.5 | 3.7 | -14.9 | 0.6 | -7.5 | -27.5 | 8.9 | 10.2
CC(OC(=O)c1cc(S(=O)(=O)N2CCOCC2)ccc1F)C(=O)NC1CCCC1 (centres undefined) | -3.0 | -3.7 | 8.2 | 5.4 | 7.1 | 17.5 | -3.6 | -12.8
COC(=O)c1cc(OC)c(OC)cc1NC(=S)N1CCC(C(N)=O)CC1 | -4.1 | 6.5 | -4.2 | 7.6 | -1.7 | 16.9 | 24.3 | -1.4
O=C(COC(=O)c1cncc(Br)c1)Nc1ccc(N2CCCCC2)cc1 | 5.3 | 7.6 | -11.6 | 3.5 | -3.6 | 8.1 | -9.3 | 13.5
COC(=O)c1cc(S(=O)(=O)NCC2CCN(CCc3ccc(OC)cc3)CC2)cn1C | 1.8 | -8.7 | 17.2 | 2.4 | -5.6 | -5.7 | 14.8 | 9.7
CC(C)c1ccc(C(O)P(=O)(OCc2ccccc2)c2ccc(N(C)C)cc2)cc1 (centres undefined) | 7.8 | 16.4 | 4.8 | -4.2 | -9.7 | -4.8 | 4.5 | 26.1
COc1ccc(C(=O)c2sc(Nc3ccccc3)nc2N)cc1OC | 6.1 | 3.3 | 12.1 | -0.5 | -3.7 | -33.7 | 6.9 | 9.4
CC(C)(C)[C@@H]1CCC(=O)N(CC[C@H](Sc2ccc(Br)cc2)c2ccccc2)CC1 | 26.4 | 27.8 | -8.7 | -4.7 | -12.8 | -11.3 | 6.5 | 38.9
COC(=O)CNC(=O)CSc1nnc2cc(C)c3ccccc3n12 | -5.8 | -4.4 | 7.3 | 13.7 | -1.1 | 15.8 | 3.2 | -15.3
COc1ccc(Nc2nc(C)cc(C)c2C(N)=O)cc1OC | 4.7 | -10.7 | -3.2 | 6.1 | 1.7 | 3.6 | 3.3 | -9.9
COC(=O)c1ccc(CN2CCCC(C(=O)Nc3ccc(-c4ccn[nH]4)cc3)C2)cc1 (centres undefined) | 19.8 | -4.8 | -3.3 | 4.6 | 3.1 | 4.8 | 4.2 | -2.8
COC(=O)c1c(C)[nH]c(C(=O)CC#N)c1C | 0.3 | -13.5 | -5.8 | -6.8 | 3.8 | 2.9 | 3.8 | -3.0
Cc1ccc(NC(=O)CSc2nnc(CCNC(=O)OC(C)(C)C)o2)c(C)c1 | 2.3 | 7.6 | -5.9 | -22.5 | -2.7 | -37.8 | 2.1 | 0.3
O=C(N/N=C/c1ccco1)C(O)c1ccccc1 (centres undefined) | 6.0 | -0.4 | 14.1 | 1.8 | -8.5 | 6.5 | -1.3 | -9.3
COC(=O)[C@H](CCSC)NC(=O)Cn1cnc2c(SC)nc(N)nc21 | 6.7 | -7.9 | 2.5 | -9.3 | -3.1 | -8.3 | -7.3 | -11.8

Two compounds drawn at random from those above:
SMILES | CCR6 antag | EBI2 block | Jurkat NFkB inh | UBC13 inh | SENP8 block | 697 NFkB inh | Gli-Sufu block | Apaf-1 inh
COc1ccc(C(=O)c2sc(Nc3ccccc3)nc2N)cc1OC | 6.1 | 3.3 | 12.1 | -0.5 | -3.7 | -33.7 | 6.9 | 9.4
Cc1ccc(NC(=O)CSc2nnc(CCNC(=O)OC(C)(C)C)o2)c(C)c1 | 2.3 | 7.6 | -5.9 | -22.5 | -2.7 | -37.8 | 2.1 | 0.3

Later entries.
SMILES | CCR6 antag | EBI2 block | Jurkat NFkB inh | UBC13 inh | SENP8 block | 697 NFkB inh | Gli-Sufu block | Apaf-1 inh
O=C(N/N=C/c1c(Cl)cccc1Cl)c1ccc(-n2cnnn2)cc1 | 1.5 | -2.1 | 1.4 | 2.3 | 5.3 | 23.2 | -3.1 | -8.9
CCOC(=O)c1cnc2c(cnn2C)c1NCc1ccc(OC)cc1 | 8.9 | 20.8 | 10.5 | 10.8 | 2.9 | 13.1 | -3.9 | -18.8
COc1ccc(-c2ccc(=O)n(Cc3c(F)cccc3Cl)n2)cc1 | 5.5 | 25.7 | -21.7 | 14.2 | 1.6 | -7.4 | -1.6 | 17.0
CCOC(=O)c1c(CN(CC)CC)oc2cc(Br)c(O)cc12 | 1.9 | 0.5 | -14.8 | 1.2 | 0.0 | 10.1 | 35.5 | 8.0
COc1ccc(-n2ncc(C(=O)N3CCN(c4ccc(F)cc4)CC3)c2C)cc1 | 8.5 | -5.4 | -4.3 | 0.7 | -7.7 | -14.8 | 1.1 | 0.2
N=c1c(C(=O)NCC2CCCO2)cc2c(=O)n3ccccc3nc2n1Cc1ccc(Cl)cc1 (centres undefined) | 31.1 | 23.9 | 27.1 | 2.2 | -9.3 | -2.7 | 28.5 | 14.1
CCOc1ccc(C(C)=O)cc1CSc1nnc(-c2cccs2)n1CC1CCCO1 (centres undefined) | 1.6 | 8.4 | -1.4 | -4.5 | -5.6 | -3.1 | 7.6 | 10.5
O=C(NCc1ccco1)C(=O)NCC1OCCCN1S(=O)(=O)c1ccc(F)cc1 (centres undefined) | 4.8 | -4.9 | -7.9 | -12.4 | 6.7 | -7.1 | 8.6 | 3.2
CSC1=NCCN1C(=O)COc1ccc2ccccc2c1 | 1.8 | -1.8 | 5.3 | 6.7 | -1.0 | 5.3 | -18.4 | -4.7
Cc1c(Cl)cccc1NC(=O)Cn1cccc1 | -10.1 | 3.9 | -17.0 | -17.7 | -2.8 | 10.0 | -5.0 | 0.7
Cc1nn(Cc2c(F)c(F)c(F)c(F)c2F)c(C)c1NC(=O)c1c(-c2ccccc2)nn(-c2ccccc2)c1C | 14.2 | 9.8 | 31.3 | 4.7 | -2.2 | 2.0 | -3.8 | 5.5
Cc1cc(OCC(=O)NCc2ccncc2)c2c(C)cc(=O)oc2c1 | 8.4 | -4.3 | 1.2 | 6.3 | 1.6 | 11.7 | -7.0 | 10.2
Cc1ccccc1NC(=O)Cn1nc(C)c2ccccc2c1=O | 6.1 | -6.4 | -7.5 | -3.3 | 2.1 | -10.2 | -16.1 | -2.1
Cc1cc(OCC(=O)N2CCN(c3ccccc3)CC2)c2c(C)cc(=O)oc2c1 | 11.7 | -6.0 | 16.7 | -7.4 | 3.5 | 2.2 | 9.7 | 1.3
COC(=O)c1ccc(CSc2nc3cc(Cl)ccc3s2)o1 | 7.6 | -0.4 | -11.1 | 3.7 | 28.2 | -10.4 | -1.7 | 10.7
CCCCCCCN1CCC(=O)N([C@H](CO)c2ccccc2)CC1 | 4.7 | -7.2 | -12.7 | -7.2 | -6.8 | 15.5 | 9.4 | 3.6
COc1ccc(Cl)cc1NC(=O)CN1CCN(S(=O)(=O)N2CCOCC2)CC1 | 8.5 | -5.1 | -0.1 | 25.0 | -2.7 | 20.3 | 18.1 | 3.4
CCc1ccc(N2C(=O)/C(=C/c3cccs3)N(CC(=O)OC)C2=S)cc1 | 18.2 | 8.1 | 11.3 | -12.9 | 3.5 | 26.4 | -0.5 | -2.8
CC(NC(=O)C(c1ccccc1)c1ccccc1)C(=O)N1CCCCC1 (centres undefined) | 20.2 | 3.3 | 11.5 | 3.0 | 2.2 | 8.9 | -8.6 | -8.0
Cc1cc(NC(=O)CCSc2nc(-c3ccco3)cc(C(F)(F)F)n2)no1 | 6.5 | -16.7 | 8.0 | -5.2 | 3.0 | 8.0 | -1.1 | -1.0
Cc1onc(-c2ccccc2Cl)c1C(=O)N1CCN(c2ncccn2)CC1 | 17.7 | 1.2 | 9.9 | 1.6 | 5.8 | 10.0 | 1.5 | -14.0

In the list so far, these have a CF3 group:
SMILES | CCR6 antag | EBI2 block | Jurkat NFkB inh | UBC13 inh | SENP8 block | 697 NFkB inh | Gli-Sufu block | Apaf-1 inh
CCOC(=O)C1CCN(Cc2ccccc2C(F)(F)F)CC1 | 14.6 | -1.8 | -13.5 | 5.6 | 0.9 | -16.0 | -1.0 | 3.9
Cn1c(N)c(C(=O)COC(=O)c2ccc(C(F)(F)F)cc2)c(=O)n(C)c1=O | 8.3 | 4.0 | -5.7 | -2.1 | 6.1 | 6.8 | -0.5 | 5.6
Cc1nonc1CC(=O)N1CCCC(C(=O)c2cccc(C(F)(F)F)c2)C1 (centres undefined) | 9.8 | -1.8 | -4.7 | -5.8 | -7.7 | 5.0 | 26.8 | -0.2
COc1ccc(CN(Cc2cccn2C)S(=O)(=O)c2cccc(C(F)(F)F)c2)cc1 | 26.4 | 18.0 | 12.3 | 3.6 | 4.5 | -14.6 | 5.8 | 5.2
Cc1cc(NC(=O)CCSc2nc(-c3ccco3)cc(C(F)(F)F)n2)no1 | 6.5 | -16.7 | 8.0 | -5.2 | 3.0 | 8.0 | -1.1 | -1.0

Compound activity as filed in PubChem BioAssay.

A portion of the library, so the mix of outcomes need not match the whole.
